4MU fluor = 4-MU region autofluorescence; max dye-equivalent concentration, M; 11% of 59,000 active; compound autofluorescence, 340/450 nm, 4-MU equivalents; hits give high values; in the data active means max dye-equivalent concentration above about 10 nM; inconclusive means mostly about 1.1 nM to 9.6 nM
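Compounds in 100 mM Tris, pH 8.0, sat 15 min at room temperature before fluorescence was read at 340 nm excitation/450 nm emission; a per-plate six-point 4-MU standard curve converted signals to dye-equivalent concentration at each compound concentration.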
HEK293 cAMP ctrl = parental HEK293 cAMP activation (counter-screen). parental HEK293 CNG cAMP sensor, membrane potential fluorescence. Potency, µM (titrated, usually from 57.1 µM), inactives show top-dose activation, most hits filed as activators. 2.5% of 73,000 active; further: potency means the concentration at half of the fitted maximal effect; % of control where 0% means no effect; nearly all actives have a fitted effect of over 55% in size
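Counterscreen for endogenous-receptor signalling: CNG-channel HEK 293 cells report cAMP rise by membrane depolarization. After 60 min dye equilibration with 100 uM RO 20-1724, compounds incubated 30 min before bottom-read fluorescence at 590 nm.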
Casp7 inh = allosteric or competitive inhibitors of human caspase-7. P55210. recombinant caspase-7, Ac-DEVD-AFC fluorescence rate. Potency, µM (doses to about 57.5 µM), inactives show top-dose activity change, negative = inhibition, actives largely listed as inhibitors. 0.02% of 75,000 active. AID 889; active means well fitted inhibition curve with a large enough effect in the main read-out, with a control signal flat, not every such curve was filed as active; inconclusive means small, poorly fitted or top-dose-only effect, or a change in a side signal; further: potency means the concentration at half of the fitted maximal effect; % of control where 0% means no effect
Texas Red fluor = Texas Red region autofluorescence; 0.06% of 59,000 active; max dye-equivalent concentration, M; Compound fluorescence, Texas Red channel, 547/618 nm; hits give high values; in the data active means max dye-equivalent concentration above about 10 nM; inconclusive means between about 1.1 nM and that limit
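Spectral interference profiling: each compound concentration's relative fluorescence, read with a 547 nm excitation and 618 nm emission filter pair, was normalized to a per-plate Texas Red standard curve.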
BRCT PPI red = disrupts BRCA1 BRCT binding to phosphoprotein, red fluorophore readout | Potency, µM (titrated, usually from 76.9 µM), for inactives: top-dose activity change, negative = inhibition, actives largely listed as inhibitors | 0.03% of 75,000 active | BRCT-phosphopeptide binding, red fluorescence polarization | AID 892; further: on the % scale 0 is the no-effect control and ±100 the full control effect
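Rhodamine-labelled pBACH1 10-mer (100 nM) bound to BRCT domain (100 nM) at pH 7.3; compounds incubated 12 min room temperature, polarization read. Free peptide defines full inhibition; unlabelled decapeptide titrated as control.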
BRCT PPI green = BRCA1 BRCT-phosphoprotein interaction inhibition; Potency, µM (series often up to 76.9 µM), without a hit: top-dose activity change, negative = inhibition, usual class: inhibitors; AID 875; P38398; BRCA1 BRCT-phosphopeptide binding, green fluorescence polarization; 0.05% of 75,000 active;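 further: potency means the concentration at half of the fitted maximal effect; plate controls were peptide without protein for full effect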
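Compounds were incubated for 12 min at room temperature with a complex of 100 nM fluorescein-tagged pBACH1 decapeptide and 250 nM His-tagged BRCT protein. Buffer was phosphate pH 7.3 with EDTA, DTT and Tween 20. Disruption of binding lowers the polarization signal.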
A350 fluor = compound fluoresces in the Alexa 350 spectral region; Compound autofluorescence, 340/450 nm, Alexa 350 dye-equivalents; hits give high values; max dye-equivalent concentration, M; 11% of 59,000 active; in the data active means max dye-equivalent concentration above about 10 nM; inconclusive means mostly about 1.1 nM to 9.6 nM
Casp1 inh = blocks human caspase-1 allosterically or competitively | P29466 | Caspase-1 enzyme, Ac-WEHD-AFC fluorogenic rate | Potency, µM (doses to about 57.5 µM), inactives show top-dose activity change, negative = inhibition, hits mostly inhibitors | 0.03% of 75,000 active | AID 900;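 further: potency means the concentration at half of the fitted maximal effect; plate controls were vehicle for no effect and no substrate for full effect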
Fluorescein autfl = compound fluoresces in the fluorescein spectral region; Compound autofluorescence, 480/540 nm, fluorescein-equivalent; hits give high values; max fluorescein-equivalent concentration, M; 0.91% of 59,000 active; AID 593; in the data active means max fluorescein-equivalent concentration above about 10 nM; inconclusive means between about 1.1 nM and that limit
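Values reflect compound autofluorescence, normalized to fluorescein on the same plate and reported at each tested concentration. Conditions: 100 mM Tris pH 8.0, room temperature, 15 min, excitation 480 nm, emission 540 nm.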
USP2a inh = blocks human ubiquitin-specific protease USP2a | AID 927 | USP2a enzymatic assay, qHTS inhibition | 0.1% of 60,000 active | Potency, µM (highest dose often 38.3 µM), without a hit: at the top dose activity change, negative = inhibition, usual class: inhibitors;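 further: potency means the concentration at half of the fitted maximal effect; nearly all actives have a fitted effect of over 60% in size; plate controls were DMSO for no effect and NEM full inhibition control for full effect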
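20 nM USP2 core + cpd, 30 min RT; add 20 nM Ub-PLA2/20 uM NBD C6-HPC; read Ex460/Em535 at 0 h and 2.5 h. Normalized to NEM; qHTS curve fit/classification.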
Rhodamine fluor = compound fluoresces in the rhodamine spectral region. Rhodamine-region fluorescence, 547/598 nm, Tris buffer; hits give high values. 0.05% of 59,000 active. AID 594. max dye-equivalent concentration, M; in the data active means max dye-equivalent concentration above about 11 nM; inconclusive means between about 1.1 nM and that limit
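Steps: pin-transfer compounds into pH 8.0 Tris (100 mM), hold 15 min at room temperature, image with a 547/598 nm filter pair, and convert intensities to rhodamine-equivalent concentration using a six-point on-plate rhodamine series.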
* marks the source's active call; other numbers are inactive results; [ ] = another dose, or the depositor's remark. Unless noted, the call rests on the fitted dose curve; in most records, active means well fitted curve in the direction sought with a large enough effect; inconclusive means small, poorly fitted or top-dose-only effect, or another doubt; inactive means no such curve, though single readings can be large; an effect the other way counts as inactive or inconclusive. An excerpt; the hit share may differ from the screen's.

CC(C)c1ccc(OCC(O)Cn2cnc3ccccc32)cc1 (stereo unspecified) was read as HEK293 cAMP ctrl 17.1%, Casp7 inh -0.9%, BRCT PPI red -1.3%, BRCT PPI green -6.9%, Casp1 inh -1.0% and USP2a inh 27.6%.
For Cc1ccc(-c2cnc(-c3ccncc3)o2)cc1 the results were HEK293 cAMP ctrl 9.4%[11.4 µM], Casp7 inh -6.8%, BRCT PPI red -2.6%, BRCT PPI green 0.0%, Casp1 inh -14.8% and USP2a inh 11.0%[7.66 µM].
Screening Clc1ccccc1-c1nccc(NCc2ccccc2)n1 returned 4MU fluor inactive, HEK293 cAMP ctrl 20.6%, Casp7 inh -4.2%, Texas Red fluor inactive, BRCT PPI red -1.2%, BRCT PPI green -2.2%, A350 fluor inactive, Casp1 inh -1.2%, Fluorescein autfl inactive, USP2a inh 15.4% and Rhodamine fluor inactive.
Cc1cccc(-n2ccnc2SCC(=O)Nc2nccs2)c1 was read as 4MU fluor inactive, HEK293 cAMP ctrl 0.4%, Casp7 inh 0.9%, Texas Red fluor inactive, BRCT PPI red -2.0%, BRCT PPI green 0.9%, A350 fluor inactive, Casp1 inh 0.1%, Fluorescein autfl inactive, USP2a inh 0.6% and Rhodamine fluor inactive.
For CCOC(=O)Cc1csc(NC(=O)c2c(O)c3ccccc3n(C)c2=O)n1 the results were 4MU fluor inactive, HEK293 cAMP ctrl 0.6%, Casp7 inh 2.1%, Texas Red fluor inactive, BRCT PPI red 1.3%, BRCT PPI green -1.9%, A350 fluor inactive, Casp1 inh -1.7%, Fluorescein autfl inactive, USP2a inh -9.7% and Rhodamine fluor inactive.
Screening O=S(=O)(NCc1ccc2c(c1)OCO2)c1cccc2cccnc12 returned 4MU fluor inconclusive, HEK293 cAMP ctrl 6.5%, Casp7 inh -1.5%, Texas Red fluor inactive, BRCT PPI red 0.3%, BRCT PPI green 3.0%, A350 fluor inconclusive, Casp1 inh -1.5%, Fluorescein autfl inactive, USP2a inh 8.8% and Rhodamine fluor inactive.
CCCCc1ccc(S(=O)(=O)NCCc2ccncc2)cc1 was read as 4MU fluor inactive, HEK293 cAMP ctrl inconclusive, Casp7 inh -0.7%, Texas Red fluor inconclusive, BRCT PPI red 0.9%, BRCT PPI green -0.3%, A350 fluor inactive, Casp1 inh -0.6%, Fluorescein autfl inconclusive, USP2a inh 15.9% and Rhodamine fluor inactive.
`COc1ccccc1NS(=O)(=O)c1ccc2oc(SC3CCOC3=O)nc2c1` (stereo unspecified) gave 4MU fluor inactive, HEK293 cAMP ctrl 1.5%, Casp7 inh -1.4%, Texas Red fluor inactive, BRCT PPI red 0.4%, BRCT PPI green 0.5%, A350 fluor inactive, Casp1 inh -1.6%, Fluorescein autfl inactive, USP2a inh 33.1%[activator] and Rhodamine fluor inactive.
Screening Cc1noc(C)c1S(=O)(=O)N1CCC(C(=O)N2CCN(c3ccc(F)cc3)CC2)CC1 returned 4MU fluor inactive, HEK293 cAMP ctrl -4.9%, Casp7 inh -0.1%, Texas Red fluor inactive, BRCT PPI red -0.4%, BRCT PPI green -2.7%, A350 fluor inactive, Casp1 inh 0.6%, Fluorescein autfl inactive, USP2a inh 16.8% and Rhodamine fluor inactive.
CC(=O)Nc1ccc(NC(=O)c2oc3cc(C)c(C)cc3c2C)cc1 was read as HEK293 cAMP ctrl 7.5%, Casp7 inh -1.8%, BRCT PPI red -1.0%, BRCT PPI green -3.3% and Casp1 inh -4.1%.
Screening Cc1noc(C)c1S(=O)(=O)N(CC(=O)N1CCc2ccccc21)c1ccc(C(C)C)cc1 returned HEK293 cAMP ctrl 8.8%, Casp7 inh -0.8%, BRCT PPI red -1.6%, BRCT PPI green -1.0% and Casp1 inh 1.4%.
Screening O=C(Nc1cccc(F)c1)N1CC2(CCN(C(=O)c3cnccn3)CC2)C1 returned 4MU fluor inactive, HEK293 cAMP ctrl -7.2%, Casp7 inh 0.1%, Texas Red fluor inactive, BRCT PPI red 0.1%, BRCT PPI green 0.7%, A350 fluor inactive, Casp1 inh 0.7%, Fluorescein autfl inactive, USP2a inh 1.9% and Rhodamine fluor inactive.
For COc1cccc(NC(=O)CSc2nnc(C)s2)c1 the results were 4MU fluor inactive, HEK293 cAMP ctrl 17.4%, Casp7 inh 0.1%, Texas Red fluor inactive, BRCT PPI red -1.5%, BRCT PPI green 0.7%, A350 fluor inactive, Casp1 inh -0.8%, Fluorescein autfl inactive, USP2a inh 5.1% and Rhodamine fluor inactive.
Screening COc1cc(OC)cc(-c2nc3nc(C)c(CCC(=O)NCc4ccco4)c(C)n3n2)c1 returned 4MU fluor inactive, HEK293 cAMP ctrl -17.4%, Casp7 inh 1.1%, Texas Red fluor inconclusive, BRCT PPI red -2.6%, BRCT PPI green 3.5%, A350 fluor inactive, Casp1 inh 0.7%, Fluorescein autfl inactive, USP2a inh 20.4% and Rhodamine fluor inactive.
For O=C(CC1(O)C(=O)Nc2ccccc21)c1ccccc1 (stereo unspecified) the results were HEK293 cAMP ctrl 9.7%, Casp7 inh 0.4%, BRCT PPI red -0.6%, BRCT PPI green -0.8% and Casp1 inh -0.5%.
For Cc1cc(C)cc(NC(=O)c2nnn(Cc3cc(C)ccc3C)c2N)c1 the results were HEK293 cAMP ctrl 16.7%, Casp7 inh -1.8%, BRCT PPI red -0.4%, BRCT PPI green -1.9% and Casp1 inh -3.3%.
Screening N#CCCCSc1nnc(-c2ccccn2)o1 returned 4MU fluor inactive, HEK293 cAMP ctrl 12.8%, Casp7 inh 3.9%, Texas Red fluor inactive, BRCT PPI red -3.1%, BRCT PPI green -4.0%, A350 fluor inactive, Casp1 inh -0.7%, Fluorescein autfl inconclusive and Rhodamine fluor inactive.
For COc1ccc(C(C(=O)NC2CCCC2)N2CCc3ccccc32)cc1 (stereo unspecified) the results were HEK293 cAMP ctrl 5.9%, Casp7 inh -1.3%, BRCT PPI red 1.3%, BRCT PPI green -1.2% and Casp1 inh -1.1%.
For Cc1ccc(S(=O)(=O)N[C@H]2COC(=O)[C@H](C)COC(=O)C/C=C\[C@H]2C)cc1 the results were HEK293 cAMP ctrl -6.3%[11.4 µM], Casp7 inh 0.8%[11.5 µM], BRCT PPI red 0.9%[15.4 µM], BRCT PPI green -0.6%[15.4 µM] and Casp1 inh -1.5%[11.5 µM].
For O=C(CSCc1cccs1)N1CCCC1 the results were HEK293 cAMP ctrl -9.0%, Casp7 inh 2.2%, BRCT PPI red 0.2%, BRCT PPI green -1.9% and Casp1 inh -1.7%.
For CC1(C)Cc2c(sc3nc(SCC(=O)NCc4ccco4)n(-c4ccccc4)c(=O)c23)CS1 the results were 4MU fluor inconclusive, Texas Red fluor inactive, A350 fluor inconclusive, Fluorescein autfl inactive and Rhodamine fluor inactive.
`CN1CCC2(CC1)CCN(C(=O)c1cc(C(F)(F)F)cc(C(F)(F)F)c1)CC2` gave 4MU fluor inactive, HEK293 cAMP ctrl -9.2%, Casp7 inh 1.7%, Texas Red fluor inactive, BRCT PPI red -0.5%, BRCT PPI green -2.0%, A350 fluor inactive, Casp1 inh -1.7%, Fluorescein autfl inactive, USP2a inh 18.1% and Rhodamine fluor inactive.
`Cc1c(-n2cc(C(=O)O)c(=O)c3cc(F)c(N4CCCC4)c(F)c32)c(=O)n(-c2ccccc2)n1C` gave 4MU fluor 1.24e-07M*, HEK293 cAMP ctrl 28.4%, Casp7 inh -1.3%, Texas Red fluor inactive, BRCT PPI red 0.0%, BRCT PPI green -0.1%, A350 fluor 1.27e-07M*, Casp1 inh 0.7%, Fluorescein autfl inactive, USP2a inh -0.3% and Rhodamine fluor inactive.
Screening CCOC(=O)COc1c(OC)cc(Cl)cc1C1NC(=O)NC(C)=C1C(C)=O (stereo unspecified) returned 4MU fluor inactive, HEK293 cAMP ctrl 12.0%, Casp7 inh -0.1%, Texas Red fluor inactive, BRCT PPI red 1.2%, BRCT PPI green -0.1%, A350 fluor inactive, Casp1 inh -0.4%, Fluorescein autfl inactive, USP2a inh 5.7% and Rhodamine fluor inactive.
Screening COC(=O)C1CCCN1C(=O)C1CCCN1C(=O)CNC(=O)OCc1ccccc1 (stereo unspecified) returned 4MU fluor inactive, HEK293 cAMP ctrl 3.4%, Casp7 inh 0.6%, Texas Red fluor inactive, BRCT PPI red 0.7%, BRCT PPI green 0.8%, A350 fluor inactive, Casp1 inh 1.6%, Fluorescein autfl inactive, USP2a inh -0.9% and Rhodamine fluor inactive.
Cn1c(=O)[nH]c(=O)c2c1nc(N1CCCCCC1)n2Cc1cccc2ccccc12 was read as 4MU fluor inactive, HEK293 cAMP ctrl -28.5%, Casp7 inh -0.6%, Texas Red fluor inactive, BRCT PPI red -0.4%, BRCT PPI green -2.5%, A350 fluor inactive, Casp1 inh 1.9%, Fluorescein autfl inactive, USP2a inh 0.1% and Rhodamine fluor inactive.
O=S(=O)(c1ccccc1)N1CCC2(CCN(c3ccncc3)CC2)CC1 was read as 4MU fluor inactive, HEK293 cAMP ctrl -23.3%, Casp7 inh -0.6%, Texas Red fluor inactive, BRCT PPI red -2.4%, BRCT PPI green -0.8%, A350 fluor inactive, Casp1 inh -3.4%, Fluorescein autfl inactive, USP2a inh 2.8% and Rhodamine fluor inactive.

Assay outcomes: PubChem, National Center for Advancing Translational Sciences (NCATS)
